Bioassay records (PubChem BioAssay)
LGR2 antag = inhibitors of bursicon-induced Drosophila LGR2 receptor cAMP signaling | HEK293 LGR2, CRE-luciferase, bursicon-stimulated, 4 h | inhibition, % at 9.99 µM | actives 0.35% (n = 380,000) | AID 720647;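 active = drop in luminescence signal, shown as inhibition above about 50% in the replicate tests, limit read from the data, passing the limit was not always enough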;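 also: agonist challenge used bursicon conditioned medium at about half maximal strength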
PAX8 inh HTS = lowers PAX8-driven luciferase in RMG-I cells; RMG-I TPO-luciferase reporter, SteadyGlo, 24 h; inhibition, % at 12.6 µM; actives 1.2% (n = 360,000);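 active = mean replicate inhibition at least 60% with every replicate also reaching 60%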;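 also: luciferase light reporting Pax8 driven TPO promoter activity; plate controls were median of neutral control wells for no effect and mitoxantrone controls for full effect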
PGC1a acetyl inh = PGC1a acetylation modulation, inhibitor mode; inhibition, % at 15.6 µM; U2OS PGC1a acetylation, AlphaScreen anti-acetyl-lysine; with virally co-expressed GCN5 acetyltransferase; actives 0.17% (n = 350,000); AID 651687;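 active = every replicate shows inhibition of at least 40%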;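 also: 0% = neutral control wells and 100% = positive control wells; some results beyond the cut were filed as inactive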
ARNT TACC3 PPI = disrupts binding between human ARNT and TACC3; Q9Y6A5; AlphaScreen His-ARNT PAS-B/GST-TACC3 binding, luminescence; TACC3 fragment carries E629A point mutation; inhibition, % at 9.99 µM; actives 0.66% (n = 390,000); AID 623870;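 active = mean inhibition of replicates at least 50% and at least half of replicates each reaching 50%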;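 also: 0% = complete ARNT plus TACC3 wells and 100% = ARNT alone without TACC3; many hits fall short of the cut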
GSIS activator = GLuc luminescence reporter in INS-1E cells, primary screen for activators of glucose-dependent secretion of insulin. INS-1E GLuc reporter insulin secretion, 2-3 h. activation, % at 16.6 µM. actives 0.61% (n = 370,000). AID 743287;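 active = lowest replicate activation of at least 40%, so every replicate reaches that level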;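 also: 0% = median of neutral control wells and 100% = median of IBMX positive control wells; some compounds called inactive have numbers as strong as hits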
Cneo AK release = causes C. neoformans cell lysis; adenylate kinase release luminescence, 4 h; normalised: neutral wells 0, clomiphene wells 100; actives 0.2% (n = 360,000); lysis activity, % at 15 µM;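 active = mean lysis activity across replicates of at least 80%, whatever share of replicates individually reach that level; inactive = mean lysis activity below 80%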
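Material: C. neoformans cells; Schedule: 4 h static compound exposure, 37 °C, read 1 h post-reagent; Measured by: adenylate kinase release luminescence; Read-out: signal increase indicating cell lysis; Controls: Clomiphene as positive lysis control.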
Statin myotox sup = protects C2C12 myotubes from simvastatin toxicity. AID 602340. rescue of ATP level, % at 7.49 µM. ATP luminescence, 48 h; scaled: DMSO 0, geranylgeraniol control 100. actives 0.78% (n = 330,000);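 active = mean ATP rescue above about 67%, or every replicate alone reaching that limit, limit read from the data, passing the limit was not always enough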;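 also: myotubes were challenged with 10 µM simvastatin during compound exposure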
PglD inh = blocks C. jejuni PglD acetyltransferase activity | purified PglD enzyme, DTNB colorimetric CoA detection | inhibition, % at 12.5 µM | actives 0.098% (n = 360,000) | AID 602405; in the data active = inhibition above about 16%, passing the limit was not always enough; also: strong numbers were not always called active
The depositor's hits bear a star; . = no result given.

Screens in order – LGR2 antag, PAX8 inh HTS, PGC1a acetyl inh, ARNT TACC3 PPI, GSIS activator, Cneo AK release, Statin myotox sup, PglD inh
FC(F)Oc1cccc(NC(=S)N2CCN(c3ccccn3)CC2)c1
 : -22, -5, 8, -2, -6, 0, 8, 4
Cc1c(O)ccc2c(CC(=O)N[C@@H](Cc3ccccc3)C(=O)O)cc(=O)oc12
 : 6, 6, ., -9, 12, 2, -4, 4
COc1ccc(NC(=O)Nc2ccc3c(c2)C(=O)N([C@H](C)CO)C[C@H](C)[C@@H](CN(C)Cc2ccc(C(F)(F)F)cc2)OCCCC[C@@H](C)O3)cc1
 : 3, 44, 6, -1, -25, -2, 12, 0
COc1ccc(OCC(=O)NCCCNC(=O)COc2ccc(OC)cc2)cc1
 : 1, -6, 20, 5, -13, 1, -12, 5
O=C(NCc1ccccc1)c1[nH]c(C(F)(F)F)nc1-c1ccccc1
 : -38, 7, 3, ., -29, 0, 0, 1
CC(=O)Nc1ccc(NC(=O)c2c(C)nn(-c3ccccc3)c2Cl)cc1C
 : 7, -32, -24, -3, 21, ., ., .
CCC(=O)Nc1ccc2c(c1)OC[C@@H](C)N(Cc1ccccc1)C[C@H](C)[C@H](OC)CN(C)C2=O
 : 1, ., 10, 4, -4, -4, 6, 1
C[C@H](CO)N1C[C@H](C)[C@H](CN(C)Cc2ccncc2)Oc2ccc(NC(=O)Cc3ccccc3)cc2C1=O
 : -11, 10, 2, -9, 15, 15, 1, 0
C[C@H](NC(=O)[C@H](Cc1ccccc1)NC(=O)c1cc2cc(Cl)ccc2n1C)C(=O)O
 : 9, 18, ., 1, -8, 1, 2, 6
COc1ccc([C@H]2CN(c3ccc(OC)cc3)C(=O)[C@@H]2CC(=O)Nc2ccc(Br)cc2)cc1
 : -25, 7, -12, ., -30, ., 7, .
COC(=O)c1ccc(CN2C(=O)NC3(CCC(C)CC3)C2=O)cc1 (configuration not stated)
 : -27, -135, -8, -5, 21, -10, 1, -11
COc1cc([N+](=O)[O-])ccc1NC(=S)NNC(=O)CCC(=O)Nc1ccccc1Cl
 : -4, -6, 5, 1, 14, -6, -2, -3
CSc1ncnc2c1ncn2CCCN(C)CCc1ccccn1
 : 0, -12, -3, ., -10, 1, 11, -2
O=[N+]([O-])c1nn(-c2ccc3c(c2)OCCO3)n(O)c1=NCc1ccccc1Cl
 : -46, ., 7, 3, -10, -1, 36, 3
Cc1onc(-c2ccccc2Cl)c1C(=O)Nc1ccc(-n2nncc2C(C)(C)C)cc1
 : 0, ., -16, 0, -24, 0, -2, 3
CN1C(=O)c2cc(NC(=O)c3ccccc3)ccc2OC[C@H]2O[C@@H](CC(=O)NCC3CC3)CC[C@H]21
 : 2, 11, 0, 4, -5, -6, -6, 2
CN(c1ccccc1)S(=O)(=O)c1cccc(C(=O)Nc2ncn[nH]2)c1
 : 16, -5, -9, -2, 3, ., ., .
CCc1cc2cc(C)cc(C)c2[nH]c1=S
 : -8, 5, -5, 1, -12, ., ., .
CN(Cc1c(C(=O)N/N=C/c2ccc(F)cc2)nnn1-c1nonc1N)C1CCCCC1
 : 7, -4, 5, ., -4, -1, 0, -4
C[C@H]1CN([C@@H](C)CO)C(=O)CCCn2cc(nn2)CO[C@H]1CN(C)S(=O)(=O)c1cccs1
 : 16, -4, -4, -9, 5, 0, -1, -1
CCc1noc(C)c1C(=O)N1CCN(c2cccc(Cl)c2)CC1
 : 7, 5, -3, ., ., -2, 1, 1
O=C(Cn1cnc2c(nnn2Cc2ccc(Cl)cc2)c1=O)NC1CCCC1
 : ., ., 2, -5, ., 4, 4, -3
CC(=O)Nc1ccc(C(=O)Nc2nc(-c3cccnc3)cs2)cc1
 : -22, -20, -18, -2, -7, -7, 9, 1
COc1cccc(-c2c(C(=O)N/N=C(\C)c3ccncc3)nnn2-c2nonc2N)c1
 : -5, -10, -2, 14, 17, 22, 0, -4
CCOC(=O)CCNC(=O)CNC(=O)OCc1ccccc1
 : 6, ., -5, -2, 29, -1, 21, 4
CCCOc1cccc(C2/C(=C(/O)c3ccc4c(c3)CC(C)O4)C(=O)C(=O)N2CCN2CCOCC2)c1 (configuration not stated)
 : 0, -43, -9, 6, -3, -2, -2, 0
C[C@@H]1CN([C@@H](C)CO)S(=O)(=O)c2ccc(C3=CCCC3)cc2O[C@H]1CN(C)S(=O)(=O)c1cn(C)cn1
 : 24, -5, -39, -8, 0, 0, -28, 2
COc1cccc(CN(C)C[C@H]2OCc3ccccc3-c3ccccc3C(=O)N([C@@H](C)CO)C[C@H]2C)c1
 : 9, 2, -21, 9, -16, 2, 2, 0
CCCCNC(=O)CSc1nnc(Cc2ccc(Cl)c(Cl)c2)c(=O)[nH]1
 : 2, -17, ., -1, -13, -4, -3, -2
COc1cc([N+](=O)[O-])ccc1NC(=O)C[n+]1cccc(C(C)=O)c1
 : -17, -11, 3, -12, -1, 3, -6, -4

The closing five compounds of the section above are carried over, then new ones follow.
Screens in order – LGR2 antag, PAX8 inh HTS, PGC1a acetyl inh, ARNT TACC3 PPI, GSIS activator, Cneo AK release, Statin myotox sup, PglD inh
CCCOc1cccc(C2/C(=C(/O)c3ccc4c(c3)CC(C)O4)C(=O)C(=O)N2CCN2CCOCC2)c1 (configuration not stated)
 : 0, -43, -9, 6, -3, -2, -2, 0
C[C@@H]1CN([C@@H](C)CO)S(=O)(=O)c2ccc(C3=CCCC3)cc2O[C@H]1CN(C)S(=O)(=O)c1cn(C)cn1
 : 24, -5, -39, -8, 0, 0, -28, 2
COc1cccc(CN(C)C[C@H]2OCc3ccccc3-c3ccccc3C(=O)N([C@@H](C)CO)C[C@H]2C)c1
 : 9, 2, -21, 9, -16, 2, 2, 0
CCCCNC(=O)CSc1nnc(Cc2ccc(Cl)c(Cl)c2)c(=O)[nH]1
 : 2, -17, ., -1, -13, -4, -3, -2
COc1cc([N+](=O)[O-])ccc1NC(=O)C[n+]1cccc(C(C)=O)c1
 : -17, -11, 3, -12, -1, 3, -6, -4
CN(C)S(=O)(=O)c1cccc(NC(=O)COC(=O)CCC(=O)c2cccs2)c1
 : 20, 7, -8, -2, 3, -1, 4, -2
O=C(NCCS(=O)(=O)c1ccc(Br)cc1)c1ccccc1
 : 8, ., ., -11, ., -3, -8, 4
Cc1ccc(S(=O)(=O)CCCS(=O)(=O)c2ccc(C)cc2)cc1
 : ., ., -5, 17, ., 0, 6, -2
COc1ccc(S(=O)(=O)N(C)C[C@H]2Oc3c(NC(=O)c4ccc(-c5nccs5)cc4)cccc3C(=O)N([C@@H](C)CO)C[C@@H]2C)cc1
 : -17, ., 6, -4, 1, 3, ., 3
CCCCN(Cc1ccccc1)C(=O)C1CCN(S(=O)(=O)c2c(C)noc2C)CC1
 : -2, ., 3, -4, 22, 3, 11, -1
CO[C@H]1CN(C)C(=O)c2cc(NS(C)(=O)=O)ccc2OC[C@H](C)N(C(=O)CN(C)C)C[C@H]1C
 : -17, ., -9, 6, 0, -1, 0, 2
Cc1ccccc1-n1c(SC(C)C(N)=O)nnc1-c1cccnc1 (configuration not stated)
 : ., ., 1, -7, ., -1, -12, -4
COc1ccc(-n2c(SCC(=O)Nc3ccc4c(c3)OCO4)nnc2C(C)N2CCCCC2)cc1 (configuration not stated)
 : ., 9, -5, 1, ., 11, 1, 0
O=C(COc1ccc(Cl)cc1Br)N1CCN(c2ncccn2)CC1
 : 13, -3, 16, -6, -4, 2, 7, 9
COc1ccc(C(=O)NCCS(=O)(=O)N2CCN(Cc3ccccc3)CC2)cc1
 : -23, 1, ., 4, 3, -2, 5, 2
COc1cc(OC)cc(C(=O)NNC(=O)CN2C(=O)NC(C)(c3ccc(C)cc3)C2=O)c1 (configuration not stated)
 : 0, 3, 9, 3, 8, ., 15, -4
CCC(C)NC(=O)c1ccc(Cl)c(S(=O)(=O)Nc2ccccc2N2CCOCC2)c1 (configuration not stated)
 : 13, -2, -8, -4, 0, 0, 8, -1
C[C@@H]1CN([C@@H](C)CO)C(=O)c2cc(NC(=O)Cc3ccccc3)ccc2O[C@@H](C)CCCCO[C@H]1CN(C)Cc1ccc2c(c1)OCO2
 : -31, 20, -2, -1, -24, 0, ., 1
OC[C@@H]1[C@H](c2ccc(C#Cc3ccccc3)cc2)[C@@H]2CN(Cc3cncnc3)CCCCN12
 : 14, 8, -2, 7, 21, -1, ., 1
Nn1c(SCC(=O)Nc2nc3ccccc3s2)nncc1=O
 : -26, -26, ., 7, 13, ., ., .
CC(NC(=O)CSc1nc(=O)cc(N)n1CCc1ccccc1)c1ccccc1 (configuration not stated)
 : ., 24, -5, -7, ., 4, 4, -4
CC(=O)Nc1ccc(NC(=O)C(C)Sc2nnc(-c3ccc4c(c3)OCO4)o2)cc1 (configuration not stated)
 : -6, -97, -1, -3, 15, -5, -3, 5
COc1ccc(CCC(C)NCc2cccc(Br)c2)cc1 (configuration not stated)
 : -6, -7, ., -2, -26, 2, 1, 2
CC(C)CC(c1nnnn1Cc1ccccc1)N1CCN(C(=O)c2ccco2)CC1 (configuration not stated)
 : ., ., -16, 4, ., -2, -45, -1
C[C@H]1CN([C@@H](C)CO)C(=O)c2c(c3ccccc3n2C)-c2ccccc2CO[C@@H]1CN(C)C(=O)Nc1ccc(-c2ccccc2)cc1
 : 6, 47, 15, ., 3, ., ., .
Cc1csc(SCC(=O)Nc2sccc2C#N)n1
 : 20, -14, 0, -7, -3, ., ., .
Cc1ccccc1-c1ccc([C@H]2[C@@H](CO)N3CCCCN(S(=O)(=O)Cc4ccccc4)C[C@@H]23)cc1
 : 29, 47, 4, ., -21, ., -17, 0
CCOc1ccc(CCNC(=O)CCCn2c(=O)c3cccn3c3cccnc32)cc1OCC
 : 3, 13, 11, -2, 22, 4, -5, -5
Cc1ccc(-c2nn(CC(=O)NCCN3CCOCC3)c(=O)c3ccccc23)cc1
 : ., ., 7, -25, ., 5, ., 1
CCCCN(C)c1c(C)nc2ccc(C(=O)NCc3cccs3)cn12
 : 7, 0, 3, ., -27, 3, -35, -6
C[C@H](CO)N1C[C@H](C)[C@H](CN(C)S(=O)(=O)c2cccs2)Oc2c(NS(=O)(=O)c3ccc(F)cc3)cccc2C1=O
 : -1, ., 9, 3, -3, 1, 18, 0
COc1ccc(/C=N/NC(=O)c2ccc(NC(C)=O)cc2)cc1COc1ccc(F)cc1F
 : 1, -9, 6, -6, 12, 5, -1, -1
Cc1nc(C(=O)NC2CCOCC2)sc1C1(C)CC(c2ccccc2)=NO1 (configuration not stated)
 : 2, -21, -9, 6, 11, -2, 21, -2
Cc1ccc(C(=O)N2CCC3(CC2)Oc2ccc(Cl)cc2C(=O)C32CC(c3ccccc3)=NO2)s1 (configuration not stated)
 : ., 12, ., -2, ., 3, 5, -2
Cc1ccc(NC(=O)CN(C)CC(=O)Nc2c(C)cccc2C)c(Br)c1
 : ., ., -12, -12, ., -2, 97*, 2
